Source: PubChem (Broad Institute)
FN deposit inh: fibronectin deposition inhibition | AH1F fibroblasts, Alexa488-fibronectin deposition fluorescence, overnight | inhibition, % at 12.6 µM | 350,000 tested, 0.086% active;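 active means mean inhibition across replicates of 30% or more, regardless of how many single replicates reach that level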;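 further: positive control wells lacked labelled fibronectin entirely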
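Material: AH1F fibroblast monolayer depositing Alexa488-labelled fibronectin into matrix / Amount: 10000 AH1F cells per well / Signal: fluorescence 485/525 nm / Medium: DMEM, 2% serum / Compound: single dose, pinned / Incubation: 1 h cell adhesion before compound, then overnight fibronectin incubation / Reagent: Alexa488-FN, 24 nM final / Read-out: inhibition of fibronectin deposition signal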
INS-1E GSIS act: primary screen for activators of insulin secretion dependent on glucose, INS-1E cells, GLuc reporter luminescence. INS-1E GLuc reporter insulin secretion, 2-3 h. activation, % at 16.6 µM. 370,000 tested, 0.61% active. AID 743287;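 active means lowest replicate activation of at least 40%, so every replicate reaches that level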;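 further: 0% = median of neutral control wells and 100% = median of IBMX positive control wells; some compounds called inactive have numbers as strong as hits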
F508del corr: correctors of CFTR F508del function in bronchial epithelial cells. 350,000 tested, 0.36% active. AID 720511. activity (quench increase), % at 7.58 µM. CFBE cells, YFP halide quenching; stimulated with forskolin plus potentiator P3; % fluorescence drop versus neutral controls;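 active means mean added fluorescence quench of at least 8% versus neutral control, with both replicates also reaching 8%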;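 further: cells transiently co-express mutant CFTR-F508del with the halide-sensitive YFP; corrector assay measuring rescue of mutant channel to the surface after 24 h compound exposure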
* marks the source's active call; other numbers are inactive results. The list is partial; the hit share may differ from the screen's.

SMILES	FN deposit inh	INS-1E GSIS act	F508del corr
O=C1NC(c2ccccc2)c2c(-c3ccccc3)n[nH]c21 (centres undefined)	-5	54*	3.6
O=C(c1ccc(Cl)cc1)N1CCN=C1c1ccccc1	5	7	-5.1
Cc1ccc([N+](=O)[O-])c2c1C(N1CC(C)OC(C)C1)C(C)(C)O2 (centres undefined)	-1	-7	-0.2
COc1ccc([N+](=O)[O-])c(OC)c1C(=O)NC(=O)Nc1nc(C)cc(C)n1	9	16	-2.6
CCOc1cc(/C=C2\C(=N)N3N=C(S(C)(=O)=O)SC3=NC2=O)ccc1OCCOc1cccc(OC)c1	-2	4	0.3
O=C(COC(=O)Cc1ccc(-c2ccccc2)cc1)NCc1ccc(F)cc1	-4	-1	-0.6
O=C(O)/C=C/C(=O)Nc1ccc(N2CCOCC2)nc1N1CCOCC1	-4	19	3.2
CCCn1c(C)cc(/C=C(\C#N)C(=O)OCC(=O)Nc2cccc(OC)c2)c1C	1	-29	0.7
O=C(NNC(=O)c1ccc(Cl)c(S(=O)(=O)Nc2ccc(Cl)cc2)c1)c1ccc(=O)[nH]c1	-6	15	5.1
Cc1ccc(S(=O)(=O)N(C)c2ccc(OCC(=O)Nc3cc(C(=O)O)ccc3Cl)cc2)cc1	1	3	0.9
Cc1ccc(S(=O)(=O)NCc2ccco2)cc1C(N)=O	5	14	-6.5
CCOC(=O)c1csc(N)n1	1	-5	0.5
COC(=O)c1oc(-c2ccccc2)nc1C	4	2	-0.7
C/C(=N\NC(=O)Cc1ccc(F)cc1)c1ccc(O)cc1	-13	-2	-1.7
O=C(N/N=C/c1ccco1)c1ccn[nH]1	-23	5	-0.7
CCN(CC)Cc1c(C(=O)N/N=C(\C)c2ccncc2)nnn1-c1nonc1N	-1	-7	0.2
CC(C)CN(CC(C)C)C(=S)NC1CCCCC1	-7	4	0.6
N#CC12C(=O)NC(=O)C1(C#N)C21CCCC1 (centres undefined)	1	-4	-2.2
Cc1ccccc1S(=O)(=O)N1CCCc2nc(-c3ccc(F)cc3)ccc21	-3	11	-0.7
COc1cccc(OCC(Cn2cnc3ccccc32)OC(C)=O)c1 (centres undefined)	-1	4	-1.0
Cc1cccc(NC(=O)C2CCC(CNC(=O)[C@@H]3Cc4ccccc4CN3)CC2)c1 (some centres undefined)	-1	-11	-2.6
Cc1nc(N2CCOCC2)nc(Oc2ccccc2)c1[N+](=O)[O-]	-12	-4	-0.2
O=C(Nc1ccc2oc(=O)ccc2c1)c1ccc(-c2ccccc2[N+](=O)[O-])o1	2	-8	-0.8
O=C(NCCc1c[nH]c2ccccc12)OC1CC2CC1[C@H]1CCCCN1C2=O (some centres undefined)	-2	-5	1.2
COc1ccc(/C(N)=N/OC(=O)c2cccs2)cc1	-7	9	-3.0
CC(=O)N1CCN(S(=O)(=O)c2cccc(C(=O)NC3CCC(C)CC3)c2)CC1 (centres undefined)	7	13	-5.2
CC1CN(S(=O)(=O)c2cccc(C(=O)Nc3ccccc3N3CCOCC3)c2)CC(C)O1 (centres undefined)	4	-4	-1.7
CCCc1ccc(OCc2ccc(C(=O)NCc3cccnc3)o2)c(OC)c1	7	-15	3.2
Cc1ccnc(NC(=O)c2ccc(Cl)c(NC(=O)CCc3ccccc3)c2)c1	9	3	1.2
CC(=O)C(=Cc1ccc(O)cc1)C(C)=O	-6	-1	0.5
O=S(=O)(Cc1ccccc1)N1[C@@H]2CNC[C@H]1C2c1ccc(-c2ccccc2)cc1 (some centres undefined)	-3	5	-0.7
CC(=O)N(C)C[C@H]1[C@@H](c2ccc(-c3ccc(C#N)cc3)cc2)[C@@H](CO)N1C(C)=O	-6	-1	0.9
O=C(NCCCCC(NC(=O)c1ccccc1)C(=O)O)OCc1ccccc1 (centres undefined)	-2	4	-0.1
COCCCNC(=O)C[C@@H]1C[C@@]2(C(=O)OC)CCCCC=C2N(Cc2ccc3c(c2)OCO3)C1=O	-4	-3	0.7
CC(c1ccccc1)N1C(=O)C2C3C=CC(C4CC34)C2C1=O (centres undefined)	2	8	-1.1
C[C@H]1[C@@H](c2ccccc2)Oc2ccc(Cl)cc2S(=O)(=O)N1Cc1ccc(Cl)cc1	8	10	-3.8
CCOc1ncccc1C(=O)Nc1ccc(S(=O)(=O)N2CCCC2)cc1	5	10	1.1
O=C1NC(c2ccc3c(c2)OCO3)c2c(-c3ccccc3)n[nH]c21 (centres undefined)	-22	33	1.9
CN(C)CCCN(C(=O)c1ccco1)c1nc2ccc(F)cc2s1	3	11	0.3
Cc1ccc(C)[n+](CC(=O)c2ccc(-c3ccccc3)cc2)c1	-11	-8	-2.1
CN1C(=O)c2cc(NC(=O)C3CC3)ccc2OC[C@@H]2O[C@@H](CC(=O)NCc3ccccc3F)CC[C@@H]21	4	3	-5.5
C[C@H]1CNC(=O)c2c(C(=O)N3CCN(c4ccccc4)CC3)ncn21	14	-28	-3.6
COc1ccc(C=O)cc1OC1C=CCCC1 (centres undefined)	1	27	4.8
O=C(OCc1cnc(Cl)s1)c1c(F)cccc1F	-4	16	-1.1
Cc1ccc(-c2cc3ncc(C#N)c(N)n3n2)cc1	-7	8	-3.9

Record cards, as listed above. Values in the order: FN deposit inh | INS-1E GSIS act | F508del corr
CCCc1ccc(OCc2ccc(C(=O)NCc3cccnc3)o2)c(OC)c1 in the list: 7 | -15 | 3.2
Cc1nc(N2CCOCC2)nc(Oc2ccccc2)c1[N+](=O)[O-] in the list: -12 | -4 | -0.2
C/C(=N\NC(=O)Cc1ccc(F)cc1)c1ccc(O)cc1 in the list: -13 | -2 | -1.7
COc1ccc([N+](=O)[O-])c(OC)c1C(=O)NC(=O)Nc1nc(C)cc(C)n1 in the list: 9 | 16 | -2.6

Additional records
SMILES	FN deposit inh	INS-1E GSIS act	F508del corr
CN(c1ccccc1)S(=O)(=O)c1ccc(C(=O)OCC(=O)NCc2cccs2)cc1	7	1	3.3
COc1ccc2c(c1)/C(=C\c1cccc(/C=C3/C(=O)Nc4ccc(OC)cc43)n1)C(=O)N2	-3	-37	-9.6
Cc1ccc(N=Cc2nc(-c3ccc(C)cc3)oc2O)cc1	2	4	-3.1
CCn1c(NCCCO)nc2c(c1=O)C(C)(CC)Cc1ccccc1-2 (centres undefined)	7	2	1.1
CC(C)n1nnnc1C1c2ccccc2C(=O)N1CCc1ccc(O)cc1 (centres undefined)	-12	39	-0.7
COc1ccc2c3c(n(C)c2c1)[C@H](CO)N(C(=O)C1CCCC1)CC31CN(C(=O)Nc2cccc(F)c2)C1	14	-19	-1.7
O=C(Cc1ccccc1)NNC(=O)C1CCCC1	-3	2	2.5
O=C1/C(=C/c2ccccn2)SC(=S)N1c1ccc(O)cc1	1	1	2.5
Cc1ccc(NC(=S)N2CCCC(c3nc4ccccc4[nH]3)C2)cc1 (centres undefined)	-1	4	-0.1
CCCCc1nc2ccccc2c(N)c1CCC (tested in a mixture with another compound)	-3	-8	-1.2
CCC1CCCCN1CCCNC(=O)CS(=O)(=O)Cc1nc(-c2cccc(OC)c2)oc1C (centres undefined)	0	0	-3.2
CSc1nc(Cl)c(Cc2ccc(OC(C)C)cc2)c(N(C)C)n1	-5	-15	-7.1
[O-]c1c[n+](-c2ccc(-[n+]3cc([O-])on3)cc2)no1	-9	5	-0.4
CCOC(=O)N1CCC(N2CCCC(C(=O)c3ccccc3OC)C2)CC1 (centres undefined)	0	-1	2.3
O=C(NC(=O)c1ccccc1Cl)Nc1ccc(-c2cnco2)cc1	-2	5	4.2
CCCC[C@@H]1CNC(=O)C(=O)N1CC1CCCCC1	-10	13	0.9
CCC1(CC)NC(=O)N(CC(=O)OCC(=O)NC(=O)c2ccc(Cl)cc2)C1=O	6	7	0.6
Cc1ncc(CN2CCC(CO)(Cc3ccccc3)CC2)s1	4	1	0.5
CC(=O)OCC(=O)Nc1ccc(Br)c(C)c1	3	-7	1.2
c1ccc(CNC23CC4CC(CC(C4)C2)C3)nc1	2	8	-4.7
CC(C)C(=O)NC(c1ccccc1)c1cc([N+](=O)[O-])c2cccnc2c1O (centres undefined)	5	-1	-2.5
COC(=O)[C@@]12C[C@@H](CC(=O)NCCC(C)C)C(=O)N(Cc3cccc4ccccc34)C1=CCC(C)(C)C2	-3	-16	-0.2
Nc1[nH]c(C(=O)c2ccc(Cl)cc2)c(-c2ccc(Br)cc2)c1C(=O)NCCc1c[nH]c2ccccc12	2	-2	-3.0
Cc1cccc(OCC(O)CN2CCN(CCN3C(=O)c4cccc5cccc(c45)C3=O)CC2)c1C (centres undefined)	-4	2	1.0
NC(N)=N/N=C/c1ccc(Br)cc1	-2	5	5.7
COc1cccc(OC)c1C(=O)NC(=S)NCc1ccco1	3	-7	3.4
COc1ccc(OC)c(NC(=O)COC(=O)C2CCN(C(=O)c3ccc(Cl)cc3)CC2)c1	10	-16	2.1
COc1ccc(/C=N/n2c(-c3n[nH]c4c3CCC4)n[nH]c2=S)c(OC)c1OC	6	1	-0.8
COc1ccccc1S(=O)(=O)CC(O)COc1ccc(F)cc1Cl (centres undefined)	-2	21	0.9
COc1ccc([N+](=O)[O-])cc1NC(=S)NC(C)=O	-1	5	-1.5

2 of these compounds in another layout.
Each structure is followed by: FN deposit inh, INS-1E GSIS act, F508del corr
> CCCC[C@@H]1CNC(=O)C(=O)N1CC1CCCCC1
 : -10, 13, 0.9
> COc1cccc(OC)c1C(=O)NC(=S)NCc1ccco1
 : 3, -7, 3.4

More results:
SMILES	FN deposit inh	INS-1E GSIS act	F508del corr
C=CCn1c(C)cc(C2=NNC(=NCC)SC2)c1C	13	7	-0.6
CNC[C@H]1Oc2ncc(-c3cncnc3)cc2C(=O)N([C@@H](C)CO)C[C@H]1C	-1	4	-2.3
Cc1cc(S(=O)(=O)Nc2ccc3c(c2)n(C)c(=O)n3C)ccc1F	2	-4	-0.8
O=C(COc1cccc2cccnc12)N1CCc2ccccc21	0	7	-1.9
OC(c1ccccc1)(c1ccccc1)C1CCN(CCCOc2cccc(Cl)c2)CC1	10	4	0.7
COc1ccc(NC(=S)NC(=O)/C=C/c2cccs2)cc1	-12	3	1.7
O=C(Nc1ccc(Cl)c(Cl)c1)N[C@H]1CC[C@@H](CCn2cc(C3CCCC3)nn2)O[C@H]1CO	-1	-30	0.8
CCN1CCc2nc3ccccc3c(C(=O)Nc3ccc(C#N)cc3)c2C1	6	-5	-0.5
c1ccc(-c2cc3nccc(-c4ccccn4)n3n2)cc1	-16	9	-2.4
O=C(Nc1ccc(Cl)cc1C(=O)N1CCOCC1)c1cccc([N+](=O)[O-])c1	-1	6	-2.4
Cc1cc(Nc2c(C)n(C)n(-c3ccccc3)c2=O)c2ccccc2n1	-2	17	-0.2
CCSc1nnc(NC(=O)[C@@H](NC(=O)c2ccccc2F)C(C)C)s1	0	-20	0.8
COc1ccc(OCCCC(=O)OC(C)C(=O)Nc2ccc(S(N)(=O)=O)cc2)cc1 (centres undefined)	5	-2	0.2
COc1ccc(NC(=O)C23CC4CC(C2)CC(c2ccc(C)cc2)(C4)C3)cc1	5	0	4.6
COc1cc(NC(=S)N2CCc3ccccc3C2)cc(OC)c1	3	-5	-2.7

Copied from the list:
`c1ccc(-c2cc3nccc(-c4ccccn4)n3n2)cc1` | FN deposit inh = -16
`O=C(COc1cccc2cccnc12)N1CCc2ccccc21` | F508del corr = -1.9

Carrying on:
SMILES	FN deposit inh	INS-1E GSIS act	F508del corr
CCn1ccnc1CNC(=O)CC1C(=O)NCCN1Cc1ccc(F)cc1Cl (centres undefined)	6	-10	2.5
CC(C)c1nc(Cl)c(C#N)c2c1CSC(C)(C)C2	-23	4	-5.3
COc1ccccc1-n1nnnc1SCC(=O)NCC1CCCO1 (centres undefined)	8	14	-1.5
O=[N+]([O-])c1ccc(C2Nc3cccc4cccc(c34)N2)cc1	7	2	-2.6
CCCCS(=O)(=O)N1C2=NC(C(=O)OCC)=C(C(=O)OCC)C3N(Cc4ccc(C#N)cc4)c4ccccc4[C@]23C[C@H]1C(=O)OC (some centres undefined)	-5	3	0.1
Cc1cnc(C(=O)OCC(=O)Nc2ccc(C)c(S(=O)(=O)N3CCCCC3)c2)cn1	4	-1	1.1
CCN(CC)CCN1C(=O)C(=O)/C(=C(/O)c2ccc(F)cc2)C1c1cccnc1 (centres undefined)	2	4	0.7
COCc1cc(/C=N\NC(=O)COc2ccccc2)ccc1OC	6	18	-0.4
Cn1c(=O)[nH]c(=O)c2c1nc([N+](=O)[O-])n2Cc1ccccc1	-19	-12	-8.3
